IkB sig inh = IkB Signaling. ABC-DLBCL IkBa-CBG/CBR dual luciferase ratio, 4 h; response scale: scaled: untreated 0%, proteasome inhibitor 100%. Potency, µM (highest dose often 57.1 µM), without a hit: top-dose IkBa stabilization activation. 110,000 compounds, 0.04% hits. AID 445, 2006; active = well fitted curve in the direction sought with a large enough effect in the signal ratio, not every such curve was filed as active; inconclusive = small, poorly fitted or top-dose-only effect, or a change in a side signal; the % refers to the signal ratio;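 note: the direction sought is a rising ratio; 0% = basal untreated cells and 100% = reference inhibitor full response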
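In this assay, an IκBα–CBG68 fusion accumulates when IKK-driven degradation is blocked; native CBR normalizes for cell number. OCI-Ly3 cells were treated 4 h with compound and doxycycline, then green and red light read after Chroma-Glo addition.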
p53ts 32C kill = qHTS Screen for Compounds that Selectively Target Cancer Cells with p53 Mutations: Cytotoxicity of p53ts Cells at the Permissive Temperature. 130,000 compounds, 0.93% hits. H1299-p53A138V at 32C, ATP luminescence viability, 24 h. AID 924, 2007. Potency, µM (series often up to 46.1 µM), for inactives: at the highest dose activity change, negative = cytotoxicity, most hits filed as cytotoxic;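 note: 0% = DMSO and -100% = full killing by reference compound; nearly all actives have a fitted effect of over 55% in size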
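H1299-p53 A138V cells (temperature-sensitive p53) exposed 24 h to up to 46 uM compound at 32C, where p53 is wild-type in conformation. Viability read as ATP luminescence and normalised to DMSO and 100 uM tamoxifen. AC50 fitted with the Hill equation.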
p53ts 39C kill = qHTS Screen for Compounds that Selectively Target Cancer Cells with p53 Mutations: Cytotoxicity of p53ts Cells at the Nonpermissive Temperature; H1299-p53A138V viability at 39C, ATP luminescence, 24 h; Potency, µM (highest dose often 46.1 µM), inactives show at the highest dose activity change, negative = cell killing, most hits filed as cytotoxic; 130,000 compounds, 1.5% hits; AID 902, 2007; note: nearly all actives have a fitted effect of over 55% in size
Peg3 imprint = qHTS Assay for Compounds that Induce Erasure of Genomic Imprints; 110,000 compounds, 0.02% hits; AID 1948, 2009; mouse ES Peg3-LacZ reporter, beta-gal luminescence, 40 h; Potency, µM (series often up to 60.7 µM), inactives show at the top dose activity change, positive = activation, usual class: activators;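 note: 0% = negative control wells on the plate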
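Each well holds 300 Peg3LacZ-Neo (maternal) female ES cells incubated 40 h at 37C, 5% CO2. LacZ is measured by BetaGlo luminescence, with AC50 and maximum efficacy derived from dose-response curves.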
* hit, by the source's call; ? = inconclusive; · = not tested or not shown; [ ] = dose if it differs, or a comment. Unless noted, calls come from the whole dose curve; as a rule, active = well fitted curve in the direction sought with a large enough effect; inconclusive = small, poorly fitted or top-dose-only effect, or another doubt; inactive = no such curve, though single readings can be large; an effect the other way counts as inactive or inconclusive. Unless noted, % is set by controls: 0 for no effect and ±100 for the full control effect; potency is the fitted concentration of half-maximal effect. Compounds were not picked by outcome. Share with any hit: about 1.8%.

Compound	IkB sig inh	p53ts 32C kill	p53ts 39C kill	Peg3 imprint
COc1ccccc1N1CCN(C(c2cccs2)C(C)NC(=O)c2cccs2)CC1 (stereo not drawn)	2.0%	18%	3%	-13%
CCOc1ccc(NC(=O)C2CCCN(c3ccc(Sc4ccc(C)cc4)nn3)C2)cc1 (stereo not drawn)	-0.3%	4%	-10%	-11%[10.9 µM]
COc1ccc(N(CC(=O)NCc2cccs2)S(=O)(=O)c2c(C)nn(C)c2C)cc1	-0.1%	6%	1%	-5%
COCCN1CCN(c2cc(-c3ccccc3)nc3cc(-c4cccc(F)c4)nn23)CC1	·	-18%	?	·
CC(C)C(=O)Nc1c(C(=O)c2ccc(F)cc2)oc2ccccc12	-2.9%	4%	-13%	-9%
Cc1ccc(C2CC(c3ccc(F)cc3)Nc3nc(N)nn32)cc1 (stereo not drawn)	-0.8%	-4%	-5%	-7%
Cc1onc(-c2ccccc2)c1C(=O)Nc1ccc(-c2nnc3n2CCCCC3)cc1	0.5%	14%	9%	-12%
CSc1n[nH]c(NCc2ccc(C)cc2)n1	·	11µM*	14µM*	·
COc1ccc(C(=O)NCC(c2ccco2)S(=O)(=O)c2cccs2)cc1 (stereo not drawn)	?	-1%	1%	9%[10.9 µM]
CCc1nn2c(=O)cc(COC(=O)c3ccccc3)nc2s1	134%	-7%	-15%	-16%[10.9 µM]
C=CCn1c(SCCC(=O)O)nc2c1c(=O)n(C)c(=O)n2C	0.4%	9%	-5%	·
CCOC(=O)c1c(-c2cccs2)csc1NC(=O)CN1CCOCC1	0.1%	19%	-15%	-12%
CN1C(=O)N2CN(C3CCCCC3)CN3C(=O)N(C)C1C23 (stereo not drawn)	3.3%	-4%	11%	0%
Cn1c(Cn2c(=O)sc3ccccc32)nnc1SCC(=O)N1CCOCC1	1.4%	-1%	3%	-2%
O=C(Nc1cccnc1)c1ccc2snnc2c1	-2.5%	41%[activator]	-4%	18%
Cc1cc(S(=O)(=O)Nc2cccc(O)c2)c(C)s1	1.4%	0%	-6%	-11%
CS(=O)(=O)Nc1cccc(-c2nc(Nc3ccccc3)c3ccccc3n2)c1	-3.8%[11.4 µM]	?	-22%	-16%
CCCCOC(=O)/C(=C\c1ccc([N+](=O)[O-])o1)NC(=O)c1ccccc1	·	3%	12%	·
CCSc1nnc(NC(=O)c2c(-c3ccccc3Cl)noc2C)s1	2.2%	-8%	3%	18%
Cc1ccc(NC(=O)CN2C=NS(=O)(=O)c3ccccc32)cc1	-0.1%	-3%	21%	-5%[10.9 µM]
Cc1nnc(SCCOC(N)=O)n1C	-0.3%	7%	5%	9%
CCOCCCNc1ncnc2c1cnn2-c1ccc(C)c(C)c1	?	-6%	?	-9%[10.9 µM]
CC1CCC(NC(=O)c2ccc(N3CCCC3=O)cc2)CC1 (stereo not drawn)	-0.9%	-11%	-2%	-15%
CCC(=O)N1CCNC(=O)C1CC(=O)Nc1ccc(C)c(Cl)c1 (stereo not drawn)	4.3%	7%	16%	-1%
Cc1ccc(NC(=O)Nc2c[nH]c(=O)[nH]c2=O)c(Cl)c1	0.1%	-6%	14%	-9%[10.9 µM]
COc1cc(OC)cc(-c2nnc(SCC(=O)N3CCOCC3)o2)c1	1.1%	-11%	0%	·
CNc1ncncc1-c1c(C)noc1C	1.2%[11.4 µM]	12%	6%	?
O=C(CCCn1c(=O)c2cccn2c2cccnc21)Nc1ccccc1Br	-2.6%	4%	-12%	-10%[10.9 µM]
O=C(Cn1ncc2c3ccccc3n(Cc3ccccc3F)c2c1=O)N1CCCCCC1	?	18%	?	-4%[10.9 µM]
CNC(=O)c1c(NC(=O)c2ccc(S(=O)(=O)N3CCCCC3)cc2)sc2c1CCC2	?	5%	-8%	3%[10.9 µM]

Record cards, from the list above:
Cc1ccc(NC(=O)Nc2c[nH]c(=O)[nH]c2=O)c(Cl)c1 across the screens: IkB sig inh = 0.1%; p53ts 32C kill = -6%; p53ts 39C kill = 14%; Peg3 imprint = -9%[10.9 µM]
COc1ccc(N(CC(=O)NCc2cccs2)S(=O)(=O)c2c(C)nn(C)c2C)cc1 across the screens: IkB sig inh = -0.1%; p53ts 32C kill = 6%; p53ts 39C kill = 1%; Peg3 imprint = -5%
CSc1n[nH]c(NCc2ccc(C)cc2)n1 across the screens: IkB sig inh = ·; p53ts 32C kill = 11µM*; p53ts 39C kill = 14µM*; Peg3 imprint = ·

Structural class, the compounds so far containing fluorine.
Compound	IkB sig inh	p53ts 32C kill	p53ts 39C kill	Peg3 imprint
COCCN1CCN(c2cc(-c3ccccc3)nc3cc(-c4cccc(F)c4)nn23)CC1	·	-18%	?	·
CC(C)C(=O)Nc1c(C(=O)c2ccc(F)cc2)oc2ccccc12	-2.9%	4%	-13%	-9%
Cc1ccc(C2CC(c3ccc(F)cc3)Nc3nc(N)nn32)cc1 (stereo not drawn)	-0.8%	-4%	-5%	-7%
O=C(Cn1ncc2c3ccccc3n(Cc3ccccc3F)c2c1=O)N1CCCCCC1	?	18%	?	-4%[10.9 µM]

More records follow:
Compound	IkB sig inh	p53ts 32C kill	p53ts 39C kill	Peg3 imprint
COc1ccc(N2CC(NC(=O)COc3ccc4ccccc4c3)CC2=O)cc1OC (stereo not drawn)	-1.0%	4%	-7%	-7%[10.9 µM]
O=C(NCCCN1CCOCC1)c1ccc(Br)cc1	-0.1%	-9%	0%	-13%
COC(=O)c1sc2nc(-c3ccccc3)nc(N3CCN(C)CC3)c2c1C	0.0%	-13%	4%	-6%
Cc1ccc(S(=O)(=O)NCCC(=O)NCc2ccccc2)cc1	-1.0%	-22%	-3%	13%
COC(=O)[C@@]1(Cc2ccccc2)C=C[C@@H](C)N1C(=O)c1ccccc1	·	11%	-1%	-21%
Cc1cccc(CSc2nnc3[nH]c(=O)cc(-c4ccccc4)n23)c1	8.1%	10%	-26%	-10%[10.9 µM]
O=S(=O)(Nc1ccc2c(c1)nc1n2CCN(Cc2ccccc2)C1)c1ccccc1	16%	2%	-2%	-13%
CCn1c(SCC(=O)c2[nH]c(C)c(C(C)=O)c2C)nnc1-c1cccs1	?	-6%	-13%	-25%
CCOC(=O)N1CCN(C(=O)CSc2nnc(-c3ccccc3OC)o2)CC1	-2.1%	7%	-5%	-4%
Cc1ccc(NC(=O)Cn2c(=O)ccc3cc(S(=O)(=O)N4CCC(C)CC4)ccc32)cc1C	2.3%	-2%	?	14%[10.9 µM]
Cc1ccccc1-n1c(SCC(=O)N2CCOCC2)nc(O)cc1=O	1.6%	-4%	15%	0%
Cc1cc(C)nc(-n2nc(C)c(Sc3ccc(F)cc3)c2N)n1	?	3%	6%	-67%[inhibitor]
Cc1cc(C(F)(F)F)nc(NCc2ccc(F)cc2)n1	1.0%	5%	-10%	-7%
CCN1CCN(C(=O)c2ccc3c(c2)N(Cc2c(F)cccc2Cl)C(=O)c2ccccc2S3)CC1	?	19%	9%	-2%[10.9 µM]
Cc1ccc(C)c(CN2C(=O)c3ccccc3S(=O)(=O)c3ccc(C(=O)Nc4ccccc4C(F)(F)F)cc32)c1	?	-1%	-9%	-14%[10.9 µM]
CCc1nn2c(=O)cc(COC(=O)c3ccc4c(c3)OCO4)nc2s1	0.3%	-4%	-13%	-18%[10.9 µM]
CCc1ccc(N2CC(C(=O)OCC(=O)NC3CCS(=O)(=O)C3)CC2=O)cc1 (stereo not drawn)	2.4%	4%	9%	1%
CC1CCN(CC(=O)N2c3ccccc3Sc3cc4ccccc4cc32)CC1	-0.5%[11.4 µM]	12%[9.22 µM]	-1%[9.22 µM]	-1%[10.9 µM]
CCOC(=O)c1cccc(NC(=O)CSc2nnc(C3CCCCC3)n2C)c1	0.8%	-4%	6%	·
CCOC(=O)C1=C(C)NC(=O)NC1c1ccc(OC(=O)c2ccco2)cc1 (stereo not drawn)	·	-6%	-4%	·
CCNc1nc2c(c(=O)[nH]c(=O)n2C)n1Cc1ccc(F)cc1	3.1%	-8%	-14%	5%
Cc1nc(NCCNC(=O)c2ccco2)c2c(C)c(C)sc2n1	-0.7%	-9%	-3%	-18%
